Source: PubChem
M1 antag – antagonists of human M1 muscarinic receptor | inhibition, % at 3 µM | CHO-K1 hM1, Fluo-8 calcium fluorescence, ACh EC80 antagonist | 360,000 tested, 1.3% active | AID 588852 | P11229;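 active = percent inhibition above its own plate's cutoff, namely the mean of that plate's compound wells plus 3 SD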;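 note: peak over basal fluorescence ratio during 140 s after agonist addition; 0% = ACh EC80 plus DMSO and 100% = DMSO alone without agonist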
CHRM1 PAM – human CHRM1 positive allosteric modulation; P11229; CHO-K1 hM1, Fluo-8 calcium fluorescence, ACh EC20; 0% = ACh EC20, 100% = maximal ACh; activation, % at 3 µM; 360,000 tested, 0.088% active; AID 588819; in the data active = activation above about 19%, passing the limit was not always enough
CHRM4 agonist – CHRM4 agonism in calcium assay. CHO-K1 hM4/Gqi5, Fluo-8 calcium fluorescence; vehicle 0%, full acetylcholine response 100%. P08173. 360,000 tested, 0.14% active. activation, % at 3 µM;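 active = activation above the run mean over all test wells plus 3 SD, cut at about 32% in these data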;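 note: peak over basal fluorescence ratio per well then scaled between controls; 0% = DMSO wells and 100% = acetylcholine at EC100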
Target sequence (P08173 whole entry, looked up): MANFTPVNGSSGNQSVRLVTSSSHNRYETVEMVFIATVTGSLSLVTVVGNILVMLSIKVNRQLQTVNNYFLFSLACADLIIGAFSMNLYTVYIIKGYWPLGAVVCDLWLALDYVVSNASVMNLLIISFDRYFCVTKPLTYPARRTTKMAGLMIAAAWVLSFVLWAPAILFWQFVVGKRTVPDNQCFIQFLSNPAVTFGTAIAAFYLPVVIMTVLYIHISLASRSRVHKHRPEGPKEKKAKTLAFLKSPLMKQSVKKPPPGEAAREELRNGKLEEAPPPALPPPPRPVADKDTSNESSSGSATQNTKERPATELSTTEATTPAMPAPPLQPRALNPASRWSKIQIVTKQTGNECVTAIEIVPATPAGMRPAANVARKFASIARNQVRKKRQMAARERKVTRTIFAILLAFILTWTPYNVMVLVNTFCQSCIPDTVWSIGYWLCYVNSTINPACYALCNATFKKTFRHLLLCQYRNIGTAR
M4 antag – antagonists of human muscarinic M4 receptor (CHRM4); P08173; CHO-hM4 cells, ACh EC80, Fluo-8 calcium fluorescence; inhibition, % at 3 µM; 360,000 tested, 0.73% active;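 active = inhibition above its plate's cutoff, the mean inhibition of sample wells plus 3 SD, cut at about 27% in these data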;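 note: 0% = acetylcholine EC80 with DMSO and 100% = DMSO without agonist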
CRFBP-R2 agonist – agonists of human CRF-binding protein/CRF-R2 receptor complex; 350,000 tested, 0.46% active; HEK293 CRF-R2/CRF-BP, calcium dye fluorescence (FLIPR); percent of saturating CRF peptide response; activation, % at 13.2 µM; AID 588473;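 active = activation of at least 50%, plus an integration ratio under a set limit after plate pattern correction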;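 note: plate controls were neutral control wells without compound for no effect and CRF at EC100 for full effect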
CHRM5 agonist – agonists of human muscarinic M5 receptor (CHRM5); P08912; CHO-K1 hM5 cells, Fluo-8 calcium fluorescence; 0% DMSO wells, 100% maximal acetylcholine response; activation, % at 3 µM; 360,000 tested, 0.19% active; AID 624037;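 active = activation above the run's mean over test compounds plus 3 SD, cut at about 23% in these data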;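 note: signal is peak over basal fluorescence ratio across the kinetic read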
Target sequence (P08912 whole entry, looked up): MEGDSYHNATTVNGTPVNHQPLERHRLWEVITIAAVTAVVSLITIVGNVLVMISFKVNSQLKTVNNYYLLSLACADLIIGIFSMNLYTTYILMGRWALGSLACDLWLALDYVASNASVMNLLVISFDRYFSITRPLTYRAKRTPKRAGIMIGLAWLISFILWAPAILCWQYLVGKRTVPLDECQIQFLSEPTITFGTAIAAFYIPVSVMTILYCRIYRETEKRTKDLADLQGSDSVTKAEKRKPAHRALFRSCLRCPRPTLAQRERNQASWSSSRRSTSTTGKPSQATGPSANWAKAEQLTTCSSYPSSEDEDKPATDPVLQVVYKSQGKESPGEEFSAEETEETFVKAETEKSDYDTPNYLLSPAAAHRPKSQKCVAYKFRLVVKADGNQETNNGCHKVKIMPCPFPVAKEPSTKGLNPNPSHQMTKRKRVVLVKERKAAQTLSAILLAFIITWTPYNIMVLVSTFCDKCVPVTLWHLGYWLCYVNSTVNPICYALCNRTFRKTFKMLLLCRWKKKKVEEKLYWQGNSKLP
M4 PAM – CHRM4 positive allosteric modulation. activation, % at 3 µM. 360,000 tested, 0.4% active. CHO-K1 hM4/Gqi5, Fluo-8 calcium fluorescence, ACh EC20; 0% = ACh EC20, 100% = maximal ACh. AID 624126;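 active = activation above its plate's cutoff, the mean activation of sample wells plus 3 SD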; note: some results filed as inactive read as strong as hits
CHRM5 PAM – CHRM5 positive allosteric modulation; activation, % at 3 µM; CHO-K1 hM5, Fluo-8 calcium, ACh EC20 PAM; 0% = ACh EC20, 100% = ACh EC100; P08912; 360,000 tested, 0.3% active;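 active = activation above the run cutoff, the mean activation of all test compounds plus 3 SD, cut at about 18% in these data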
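system = human M5 receptor in CHO-K1 cells | reagent = EC20 acetylcholine as agonist stimulus | compound dosing = single-point, 3 µM nominal | incubation = Fluo-8 loading 80 min at 37 °C plus 30 min room temperature | detection = Fluo-8 calcium dye fluorescence, kinetic read | benchmarks = low control EC20 acetylcholine (0%), high control EC100 acetylcholine (100%)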
M5 antag – antagonists of human muscarinic M5 receptor (CHRM5). inhibition, % at 3 µM. 360,000 tested, 0.59% active. P08912. CHO-hM5 cells, Fluo-8 calcium fluorescence, ACh EC80;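 active = inhibition above a per-plate cutoff, the mean of that plate's test compounds plus 3 SD, cut at about 27% in these data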;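 note: 0% = acetylcholine EC80 with DMSO and 100% = DMSO without agonist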
Starred values were filed as active, the others as inactive; / = not tested or not shown.

The opening two entries (preview)
nr	mol	M1 antag	CHRM1 PAM	CHRM4 agonist	M4 antag	CRFBP-R2 agonist
1	Cc1cc(NC(=O)CCC(=O)N(Cc2ccco2)C(C(=O)NC2CCCC2)c2ccc(F)cc2)no1 (stereo not given)	-11	4	3	-12	-0.1
2	COc1ccc(-c2c(C#N)c(SCC(=O)Nc3ccccc3)nc3c2CCCC3)cc1	-21	1	0	-4	1.1

nr	CHRM5 agonist	M4 PAM	CHRM5 PAM	M5 antag
1	-3	-6	-4	14
2	-4	9	3	-6

The whole of this part, previewed entries included:
nr	mol	M1 antag	CHRM1 PAM	CHRM4 agonist	M4 antag	CRFBP-R2 agonist
1	Cc1cc(NC(=O)CCC(=O)N(Cc2ccco2)C(C(=O)NC2CCCC2)c2ccc(F)cc2)no1 (stereo not given)	-11	4	3	-12	-0.1
2	COc1ccc(-c2c(C#N)c(SCC(=O)Nc3ccccc3)nc3c2CCCC3)cc1	-21	1	0	-4	1.1
3	COc1ccccc1NC(=O)COC(=O)C1CC2CCCC(C1)C2=O (stereo not given)	-10	6	3	1	-0.9
4	N#C/C(=C1\CCCN1)c1nc2ccccc2c(=O)[nH]1	-5	2	1	4	-2.4
5	COC(=O)[C@@]12C[C@@H](CC(=O)N3CCCC3)C(=O)N(Cc3ccc4c(c3)OCO4)C1=CCC(C)(C)C2	/	/	11	-14	/
6	Clc1cccc2c1Sc1ccccc1CC2N1CCNCC1 (stereo not given)	88*	-26	19	68*	4.8
7	O=S(=O)(N/N=C/c1ccccc1F)c1ccccc1	-1	4	1	-1	-3.3
8	Cc1ccc(C)c(S(=O)(=O)Nc2ccc(C(=O)NCCCN3CCCC3=O)cc2)c1	-1	3	0	0	1.8
9	Cc1ccc(NCC(=O)Nc2c(C)n(C)n(-c3ccccc3)c2=O)cc1S(=O)(=O)N(C)C	-23	15	1	7	0.1
10	COc1ccc(Oc2cc(C(F)(F)F)nc(N(C)C)n2)cc1	-4	7	0	5	6.4

nr	CHRM5 agonist	M4 PAM	CHRM5 PAM	M5 antag
1	-3	-6	-4	14
2	-4	9	3	-6
3	3	2	4	6
4	0	-4	0	2
5	3	-2	-1	4
6	-3	-20	-19	78*
7	-3	4	-6	4
8	-4	-3	-8	8
9	-3	2	0	5
10	0	1	4	1

nr	mol	M1 antag	CHRM1 PAM	CHRM4 agonist	M4 antag	CRFBP-R2 agonist
11	Cc1ccc(NC(=O)CN(C)S(=O)(=O)c2cccc3cccnc23)cc1	-9	3	10	-18	-0.2
12	CC(C)(C)OC(=O)N1CCCC(C(=O)Nc2ccc(C(=O)NCCc3ccccc3)cc2)C1 (stereo not given)	8	-8	16	-16	-2.0
13	Cc1cccc(N2CC(C(=O)OCc3ccc([N+](=O)[O-])cc3)CC2=O)c1 (stereo not given)	4	0	6	-2	0.1
14	CCCCSc1nc(C)cc(SCC(=O)N/N=C/c2ccccc2)n1	3	-1	3	5	-0.7
15	Cc1ccccc1C(=O)NC1CCN(CC(=O)Nc2ccccc2Cl)CC1	1	-2	1	-1	-2.1
16	CC1=C(C(=O)OCCOc2ccccc2)C(c2ccsc2)NC(=O)N1C (stereo not given)	5	-2	3	-5	1.3
17	O=C(O)c1ccc(S(=O)(=O)c2ccc3c(c2)C(=O)N(CC2CCCO2)C3=O)cc1 (stereo not given)	-15	7	2	0	-0.3
18	CCCSc1nnc2nc3c(nn12)c1ccccc1n3C	-11	8	1	2	-2.1
19	CCOC(=O)C1(S(=O)(=O)c2ccc(Cl)cc2)CCN(Cc2ccc(C)cc2)CC1	-11	0	-2	13	4.0
20	O=c1c2ccccc2c(=O)n(Cc2ccccc2)n1Cc1ccccc1	-4	4	-2	-9	15

nr	CHRM5 agonist	M4 PAM	CHRM5 PAM	M5 antag
11	5	4	-4	5
12	6	-8	-5	-7
13	-4	-7	-3	5
14	2	-4	-7	9
15	-1	-2	-9	20
16	3	-2	-4	5
17	-1	4	-4	1
18	-4	3	3	-2
19	-7	-4	-14	25
20	-2	-6	0	-2

nr	mol	M1 antag	CHRM1 PAM	CHRM4 agonist	M4 antag	CRFBP-R2 agonist
21	Cc1nn(C)cc1C(=O)NNC(=S)Nc1ccccc1	0	6	1	-5	-0.7
22	CCOC(=O)N1CCN(C(=O)COC(=O)c2ccc(N(C)C)cc2)CC1	-1	7	-1	9	-0.1
23	CCOc1ccc(N(CC(=O)OC)S(=O)(=O)c2c(C)noc2C)cc1	0	2	0	-11	-1.3
24	O=C(CSc1nc2c(cnn2-c2ccccc2)c(=O)[nH]1)N1N=C(c2cccs2)CC1c1ccc(F)cc1 (stereo not given)	-2	3	1	2	-0.3
25	CCc1nc2ccc(C(=O)O)cc2nc1CC	-5	6	1	2	-0.5
26	CC(C)n1cnc2c(N(C)c3ccccc3)nc(N(CCN(C)C)Cc3ccccc3)nc21	8	8	6	5	2.2
27	O=C(Nc1cccc(C(=O)N2CCN(c3ccc(F)cc3)CC2)c1)c1ccccc1	1	-1	5	4	0.8
28	Cc1ccc(S(=O)(=O)N(C)C)cc1NC(=O)c1ccc(OC(F)(F)F)cc1	-11	6	2	-16	-1.4
29	CSc1nc2c([nH]1)c(=S)n(C)c(=O)n2C	-20	12	0	-1	0.1
30	Cc1cc(C(=O)NNC(=O)/C=C/c2ccccc2Cl)c(C)o1	-20	0	2	4	-0.8

nr	CHRM5 agonist	M4 PAM	CHRM5 PAM	M5 antag
21	-2	3	7	10
22	7	4	-2	-3
23	-1	1	-7	5
24	1	10	-2	2
25	-1	1	-2	0
26	-9	-4	-11	34*
27	-1	-11	-9	9
28	-3	0	9	-13
29	0	2	-8	8
30	-2	4	-7	-2

Rewritten with two lines to a compound: part of the list above.
Below each SMILES: M1 antag	CHRM1 PAM	CHRM4 agonist	M4 antag	CRFBP-R2 agonist	CHRM5 agonist	M4 PAM	CHRM5 PAM	M5 antag
#26 CC(C)n1cnc2c(N(C)c3ccccc3)nc(N(CCN(C)C)Cc3ccccc3)nc21
→ 8	8	6	5	2.2	-9	-4	-11	34*
#27 O=C(Nc1cccc(C(=O)N2CCN(c3ccc(F)cc3)CC2)c1)c1ccccc1
→ 1	-1	5	4	0.8	-1	-11	-9	9
#28 Cc1ccc(S(=O)(=O)N(C)C)cc1NC(=O)c1ccc(OC(F)(F)F)cc1
→ -11	6	2	-16	-1.4	-3	0	9	-13

Following part:
nr	mol	M1 antag	CHRM1 PAM	CHRM4 agonist	M4 antag	CRFBP-R2 agonist
31	CCCCOc1ccc(CNC(=O)NS(=O)(=O)c2ccc(OCC(C)C)cc2)cc1	-1	5	1	5	-0.2
32	Nn1c(SCc2ccc(F)cc2)nnc1-c1ccccn1	-12	10	1	0	2.1
33	CN(C)S(=O)(=O)c1cccc(C(=O)Nc2cc(Cl)ccc2O)c1	1	-4	7	-6	-6.8
34	COc1ccc(NC(=O)CSc2nc3[nH]ncc3c(=O)n2-c2ccccc2C)cc1OC	-7	2	0	11	-1.4
35	Cc1ccc(NC(=O)CSc2nnc(-c3ccccc3C)o2)cc1C	-8	12	0	-1	-1.0
36	CCOc1ccc(S(=O)(=O)NCCC(=O)N2CCN(c3ccccc3O)CC2)cc1	-5	3	3	-7	-1.3
37	COc1cc(NC(=O)C2CC(=O)N(CCc3ccc(F)cc3)C2)cc(OC)c1OC (stereo not given)	-4	7	0	8	0.1
38	COc1ccc(C2CC(c3cccc(F)c3)=NN2c2ccc(S(N)(=O)=O)cc2)cc1 (stereo not given)	-9	5	5	-11	-1.5
39	COc1ccc(-c2cc3c(=O)n(CC(=O)N4CCCCC4)ncn3n2)cc1	-17	17	0	8	0.4
40	CCOc1c(O)ccc(/C=C2\SC(=S)NC2=O)c1[N+](=O)[O-]	-8	9	0	-7	-0.9

nr	CHRM5 agonist	M4 PAM	CHRM5 PAM	M5 antag
31	-2	-15	-2	3
32	4	-1	11	0
33	1	10	-1	11
34	3	7	1	1
35	1	6	4	-3
36	-1	4	-7	6
37	-1	1	-2	7
38	0	7	-3	3
39	-3	1	4	10
40	5	2	8	-6

nr	mol	M1 antag	CHRM1 PAM	CHRM4 agonist	M4 antag	CRFBP-R2 agonist
41	CCOC(=O)c1cc(NC(=O)CC(C)(C)CC(=O)O)ccc1N1CCCCC1	-13	9	-1	-7	-2.4
42	Cc1cccc(C)c1N=Cc1c(O)n(-c2nccs2)c(=O)c2ccccc12	1	1	2	5	1.7
43	O=[N+]([O-])c1ccc(/C=N/Nc2nc(N3CCCCC3)nc(N3CCCCC3)n2)o1	-3	-6	0	7	-0.2
44	N#C/C(=C(\O)c1ccco1)c1ccccn1	0	4	1	-12	4.4
45	COc1cccc2cc(C(=O)C3=C(O)C(=O)N(CCN4CCOCC4)C3c3ccc(C)o3)oc12 (stereo not given)	-6	5	1	-6	0.8
46	COC(=O)c1ccc(OCCCCN(C)Cc2ccccc2)cc1	31*	-22	2	5	-0.7
47	CCN(CC)CCN(Cc1cc2cc(C)ccc2[nH]c1=O)C(=S)NCc1ccco1	15	-10	3	-6	1.1
48	Cc1ccc(-c2csc(Nc3ccc(C(=O)O)cc3)[n+]2Cc2ccccc2)cc1	-5	8	-1	-9	-7.0
49	COc1ccc(NC(=O)CN(C)C(=O)c2ccc(OCc3ccccc3)c(OC)c2)cc1	-7	5	1	-7	-0.1
50	COc1ccccc1CNS(=O)(=O)c1ccc(-n2cnnn2)c(C)c1	-6	3	3	-13	4.6

nr	CHRM5 agonist	M4 PAM	CHRM5 PAM	M5 antag
41	-7	2	3	4
42	-6	-2	1	0
43	-4	-15	-9	11
44	-4	2	6	-7
45	0	-10	9	-7
46	-21	-13	3	-6
47	-4	2	1	-7
48	-1	6	9	9
49	4	4	-1	-2
50	1	2	-4	11

nr	mol	M1 antag	CHRM1 PAM	CHRM4 agonist	M4 antag	CRFBP-R2 agonist
51	COc1ccc(C(=O)NCC(=O)NCC(=O)OCC(=O)c2ccc(Br)cc2)cc1	-13	7	0	7	-0.9
52	O=C(NCc1ccco1)C(c1ccccc1)N(C(=O)Cc1cccs1)c1ccccc1F (stereo not given)	22	-6	9	3	-0.9
53	O=C(COC(=O)c1cccc(S(=O)(=O)N2CCOCC2)c1)Nc1nc(-c2ccccc2Cl)cs1	22	-4	13	20	-0.3
54	CCOC(=O)c1ccccc1NC(=O)/C=C/C(=O)O	-9	7	1	-16	-0.6
55	Cc1ccc(CSCC2Nc3ccc(C(=O)N4CCN(c5ccc(F)cc5)CC4)cc3NC2=O)cc1 (stereo not given)	-11	10	2	-1	3.5
56	CC(OC(=O)CNS(=O)(=O)c1ccc(C#N)cc1)C(=O)Nc1ccc(Cl)cn1 (stereo not given)	1	2	2	-13	0.5
57	O=C(NC1=NCCS1)c1cc(-c2ccc(-c3ccccc3)cc2)nc2ccccc12	-1	7	2	0	1.3
58	CCOC(=O)n1c(=O)oc2ccc(Cl)cc21	-5	-2	2	-7	1.1
59	COc1cccc(CN2CC(C(=O)NCc3cccc(N4CCCC4)c3)CCC2=O)c1 (stereo not given)	11	-25	-1	9	0.7

nr	CHRM5 agonist	M4 PAM	CHRM5 PAM	M5 antag
51	-4	3	-6	12
52	-4	-11	-54	14
53	5	-17	-16	26
54	1	8	3	-3
55	0	11	2	1
56	-1	3	-5	7
57	-1	-1	-4	2
58	6	9	-5	3
59	-9	-17	-4	14
